STK33 inh: inhibitors of human STK33 kinase; Q9BYT3; purified STK33, MBP phosphorylation, ADP-Glo luminescence; inhibition, % at 10 µM; 320,000 tested, 0.073% active; AID 2661;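 active = inhibition at or above 25%, using the most active replicate where run in duplicate; inactive = inhibition below 25%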
Target sequence (Q9BYT3 whole entry, looked up): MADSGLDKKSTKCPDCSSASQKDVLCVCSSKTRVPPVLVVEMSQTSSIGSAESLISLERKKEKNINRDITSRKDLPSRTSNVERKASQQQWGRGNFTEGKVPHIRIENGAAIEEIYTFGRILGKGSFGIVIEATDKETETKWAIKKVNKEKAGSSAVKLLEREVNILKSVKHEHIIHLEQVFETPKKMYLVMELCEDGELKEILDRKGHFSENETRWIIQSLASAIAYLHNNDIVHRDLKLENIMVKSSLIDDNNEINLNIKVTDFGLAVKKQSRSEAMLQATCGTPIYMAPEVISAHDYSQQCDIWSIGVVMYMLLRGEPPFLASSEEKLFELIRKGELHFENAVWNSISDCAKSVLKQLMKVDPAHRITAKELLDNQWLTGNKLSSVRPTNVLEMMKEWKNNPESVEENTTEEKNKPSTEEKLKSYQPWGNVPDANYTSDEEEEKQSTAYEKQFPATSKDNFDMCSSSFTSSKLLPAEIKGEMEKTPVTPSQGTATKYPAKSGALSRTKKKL
Starred values were filed as active, the others as inactive.

SMILES	STK33 inh
C=CC[C@H](CC(=O)N(CCO)Cc1ccccc1)C(=O)N[C@H](COC(=O)[C@H](CC=C)CC(=O)OC(C)(C)C)Cc1ccccc1	-3.5
COc1cc(NC(=O)c2ccccc2)c(OC)cc1NC(=O)CN1C(=O)NC2(CCCCC2)C1=O	-2.1
COc1ccc(-c2c(C#Cc3ccsc3)c3cc(-c4ccc(CN5CCOCC5)cc4)ccc3n2C)cc1	0.0
O=C(NNS(=O)(=O)c1ccccc1Cl)C1COc2ccccc2O1 (stereo not drawn)	-1.0
CCOc1ccccc1-n1nnnc1SCC(=O)NCC1(N2CCOCC2)CCCCC1	-1.4
CC1CCCCC12NC(=O)N(CC(=O)N1CCN(Cc3ccc(C#N)cc3)CC1)C2=O (stereo not drawn)	-0.1
C[C@H](CO)N1C[C@H](C)[C@@H](CN(C)Cc2ccc(C(=O)O)cc2)Oc2c(NC(=O)Cc3ccccc3)cccc2C1=O	-0.7
NC(=O)C1CCN(C(=O)c2ccc(Cl)c(S(=O)(=O)NCc3ccco3)c2)CC1	-4.6
CCC(c1nnc(SC(C)C(=O)NC2CC2)n1-c1ccc(OC)cc1)N(C)C (stereo not drawn)	-1.6
Cc1cccc(C)c1NC(=O)CNC(=O)CN1C(=O)NC2(CCc3ccccc32)C1=O (stereo not drawn)	-0.5
Cn1nnnc1Sc1ncnc2scc(-c3ccc(C(F)(F)F)cc3)c12	-0.4
COc1cc(C(C)=O)ccc1OCC(=O)Nc1ccc2nc(C)sc2c1	-1.0
COC(=O)c1c(-c2ccc(OC)cc2)sc2ccc(N3CCOCC3)cc12	-0.4
O=C(/C=C/c1ccc([N+](=O)[O-])cc1)N1CCN(S(=O)(=O)c2ccccc2)CC1	-0.2
CC1Cc2ccccc2N1C(=O)C(C)n1cc(C(F)(F)F)cc(Cl)c1=O (stereo not drawn)	-2.0
CN(CC(=O)Nc1ccccc1C(F)(F)F)C(=O)c1ccc2c(=O)n3c(nc2c1)CCC3	-1.3
O=S(=O)(c1cccc(-c2n[nH]c(=S)n2-c2ccc(OC(F)(F)F)cc2)c1)N1CCOCC1	5.0
CCOC(=O)C1=C(COC(=O)/C=C/c2ccc([N+](=O)[O-])cc2)NC(=O)NC1C (stereo not drawn)	0.3
CC(C)(C)NC(=O)NC(=O)CSc1ccc(S(=O)(=O)N2CCOCC2)cn1	0.7
CC1CN(S(=O)(=O)c2cccc(C(=O)N(C)C3CCN(C)CC3)c2)CC(C)O1 (stereo not drawn)	-1.1
COc1cccc(-c2sc3ccc(OC)cc3c2C#CCCO)c1	-0.7
COc1cc(/C=C/C(=O)O)cc(S(=O)(=O)Nc2ccccc2C(=O)NCc2ccco2)c1OC	1.3
O=C(COC(=O)/C=C/c1ccc(Cl)cc1)NC1CC1	-1.8
COc1ccc(C(=O)Nc2nnc(C)s2)cc1S(=O)(=O)N1CCOCC1	-0.4
Cc1cc(C(=O)COC(=O)c2cccc(O)c2)c(C)n1C1CC1	-0.6
Cc1cc(C(=O)NNC(=O)CN2C(=O)NC3(CCCCC3)C2=O)c(C)o1	-1.0
CCN(C(=O)CSc1n[nH]c(N)n1)C1CCCCC1	-1.9
NC(=O)C1CCN(C(=O)c2cc(Cl)c3c(c2)OCCO3)CC1	0.2
C[C@@H](NC(=O)c1nc[nH]c1C(=O)NCCCCCNC(=O)OC(C)(C)C)c1ccccc1	0.1
O=C(/C=C/c1ccc([N+](=O)[O-])cc1)OCC(=O)c1ccc[nH]1	-1.5
O=C1N[C@H](Cc2ccccc2)COC(=O)[C@H](Cc2ccc(F)cc2)CC/C=C/C[C@H]1CC(=O)N(CCO)Cc1ccccc1	-2.6
COc1cccc(/C=C/C(=O)OCC(=O)NC(=O)NC2CCCC2)c1	0.6
CCOC(=O)C1CCCN(C(=O)CSc2nnnn2C)C1 (stereo not drawn)	-0.3
Cc1cc(NC(=O)CSCC(=O)N2CCN(c3ccccc3)CC2)no1	-1.2
O=C(COc1ccccc1F)NCCc1ccc2c(c1)OCCO2	-0.2
O=C(C[C@H]1C/C=C\CC[C@H](Cc2ccc(F)cc2)C(=O)OC[C@H]2CCCN2C1=O)N[C@@H](CO)Cc1ccccc1	-0.2
NC(=O)c1ccc(NC(=O)CSc2nnc(C3CC3)n2C2CC2)cc1	-0.3
Cc1ccc(F)cc1NC(=O)CN1C(=O)NC(C)(c2ccc3c(c2)OCCO3)C1=O (stereo not drawn)	-3.7
COc1ccc(C)cc1NC(=O)COC(=O)c1ccc2ccccc2n1	0.7
C=CC[C@@H](CC(=O)NCCO)C(=O)NC[C@@H](OC(=O)[C@H](CC=C)CC(=O)OC(C)(C)C)c1ccccc1	-1.3
CC1CCC2(CC1)NC(=O)N(CC(=O)Nc1ccc(F)cc1)C2=O (stereo not drawn)	-1.2
CCOc1ccc(C(=O)OCC(=O)NCC2CCCO2)cc1 (stereo not drawn)	-0.8
N#Cc1ccc(S(=O)(=O)N2CCN(Cc3cccs3)CC2)cc1	-0.9
CC[C@]12c3[nH]c4ccccc4c3CCN1C(=O)C(CC(=O)NCCc1ccccn1)C[C@@H]2C(=O)N1CCN(C(=O)C2CC2)CC1 (stereo partly drawn)	-1.0
O=C(CCC(=O)c1cccs1)OCC(=O)c1ccccc1	-0.6
CN(c1ccc(OCC(=O)OCC(=O)Nc2ccc(OC(F)F)cc2)cc1)S(=O)(=O)c1cccs1	-2.8
COc1ccc(OCC(=O)NC(=O)c2ccccc2)c([N+](=O)[O-])c1	-0.4
Nc1cc(S(=O)(=O)Nc2ccccc2Cl)ccc1N1CCCCC1	-0.9
CC(OC(=O)c1ccc([N+](=O)[O-])s1)C(=O)NC1CCCCC1C (stereo not drawn)	2.3
CC1(C)NC(=O)N(CC(=O)N2CCN(c3ccc([N+](=O)[O-])cc3)CC2)C1=O	-0.5

(next part)
SMILES	STK33 inh
COc1ccc(/C=C/C(=O)OCC(=O)c2c[nH]c3ccccc23)cc1	-1.2
O=C(Nc1ccc(OC(F)(F)F)cc1)C1CCCN(C(=O)c2ccc(Cl)cc2)C1 (stereo not drawn)	0.5
CCC(=O)c1ccc(OCC(=O)N(CC)CC(=O)Nc2ccccc2OC)cc1	1.1
CC1O[C@@H](OC2C(O)C(O)C(CO)O[C@H]2OC2C[C@]3(C)C(CC(O)C4[C@@H]([C@]5(C)CC[C@@H](C(C)(C)O)O5)CC[C@]43C)[C@@]3(C)CCC(O)C(C)(C)C23)C(O)C(O)C1O (stereo partly drawn)	0.3
O=C(OCc1c(F)cccc1Cl)c1cccc(S(=O)(=O)N2CCOCC2)c1	0.4
COc1ccc(C2=Nn3c(nnc3-c3ccccc3OC)SC2)cc1OCC1CC1	13
Cn1c(-c2ccc(F)cc2)cc2onc(-c3c(F)cccc3Cl)c2c1=O	-1.1
Cc1cc(O)c(Sc2ncn[nH]2)cc1NS(=O)(=O)c1ccc(Cl)cc1	-1.2
Nc1c(N(Cc2ccco2)C(=O)COc2ccccc2)c(=O)[nH]c(=O)n1Cc1ccccc1	-0.7
CCN(CC(=O)Nc1ccc(NC(C)=O)cc1)C(=O)CSC(=S)N1CCCC1	-0.4
COc1cc(/C=C/C(=O)OC(C)C(=O)Nc2ccc(Cl)cn2)ccc1OC(F)F (stereo not drawn)	-1.6
O=C(Nc1ccccc1)c1nc[nH]c1C(=O)NCCCNC(=O)c1[nH]cnc1C(=O)Nc1ccccc1	-0.6
Nc1cccc(C#Cc2ccc3c(=O)c4ccccc4oc3c2)c1	0.0
CC(OC(=O)c1ccc(-n2cnnn2)cc1)C(=O)Nc1ccccc1[N+](=O)[O-] (stereo not drawn)	1.5
Cc1ccc(S(=O)(=O)N2CCN(CCOc3c(Cl)cccc3Cl)CC2)cc1C	-0.6
Cc1ccc2c(CN3CCN(S(=O)(=O)c4ccccc4C(F)(F)F)CC3)cc(=O)oc2c1	-1.6
O=C(Cc1cccc(NC(=O)C2CCN(C(=O)C3CCCC3)CC2)c1)Nc1cccc(C(=O)N2CCCC2)c1	0.1
CCOc1ccccc1NC(=O)COC(=O)c1cc(C)oc1C	1.1
O=C(COC(=O)c1n[nH]c2ccccc12)NC1CCCCC1	-0.6
CCOC(=O)N1CCN(C(=O)COC(=O)c2ccc(N(C)C)cc2)CC1	0.3

5 structures already listed, ordered by length of the SMILES, smallest number first.
SMILES	STK33 inh
CCOc1ccc(C(=O)OCC(=O)NCC2CCCO2)cc1 (stereo not drawn)	-0.8
CCOC(=O)N1CCN(C(=O)COC(=O)c2ccc(N(C)C)cc2)CC1	0.3
Cc1ccc2c(CN3CCN(S(=O)(=O)c4ccccc4C(F)(F)F)CC3)cc(=O)oc2c1	-1.6
O=S(=O)(c1cccc(-c2n[nH]c(=S)n2-c2ccc(OC(F)(F)F)cc2)c1)N1CCOCC1	5.0
O=C(C[C@H]1C/C=C\CC[C@H](Cc2ccc(F)cc2)C(=O)OC[C@H]2CCCN2C1=O)N[C@@H](CO)Cc1ccccc1	-0.2

Next section:
SMILES	STK33 inh
Cc1ccc(S(=O)(=O)N2CCOCC2)cc1C(=O)OCC(=O)NC1CCCC(C)C1C (stereo not drawn)	0.3
O=C1CC(C(=O)N2CCN(c3ccccc3)CC2)CN1Cc1ccccc1 (stereo not drawn)	-0.9
O=C(Nc1ccc(Br)cc1)c1cc(-c2ccncc2)nc2ccccc12	-1.7
Cc1cc(C)n2nc(C(=O)OCC(=O)Nc3ccc(C)c(S(=O)(=O)N(C)C)c3)nc2n1	0.1
CCN(c1ccccc1)S(=O)(=O)c1ccc(OC)c(NC(=O)Cc2ccc(F)cc2)c1	2.2
CC(=O)N1CCN(C(=O)COC(=O)/C=C/c2ccccc2[N+](=O)[O-])CC1	0.0
C[C@@H]1COC(=O)[C@H](Cc2ccc(F)cc2)C/C=C\C[C@@H](CC(=O)NCCO)C(=O)N1	-0.7
CC(NC(=O)NC(=O)c1ccc(F)cc1)C1CC1 (stereo not drawn)	-0.1
O=C(COC(=O)c1ccc(Cl)nc1)NNC(=O)c1ccc(Br)cc1	-2.2
CCCn1c(N)c(N(CCOC)C(=O)c2ccc(-c3ccccc3)cc2)c(=O)[nH]c1=O	-0.3
CC(C)NC(=O)Nc1ccc2c(c1)C(=O)N([C@H](C)CO)C[C@H](C)[C@@H](CN(C)S(=O)(=O)c1cccs1)O2	1.6
COc1ccc(OCCCC(=O)Nc2cccc(S(=O)(=O)N3CCCCCC3)c2)cc1	-1.6
Cc1ccc(-c2csc(NCCn3c(-c4ccncc4)nc4cc(C(F)(F)F)ccc43)n2)cc1	-1.4
COC(=O)CCNC(=O)CCc1ccc(S(=O)(=O)N2CCCCCC2)cc1	0.1
COc1ccccc1NC(=O)COC(=O)c1cc([N+](=O)[O-])ccc1N1CCCC1	0.9
COCC(C)n1c(C)cc(C(=O)COC(=O)c2cnc(Cl)c(Cl)c2)c1C (stereo not drawn)	-1.4
CC(NC(=O)CNC(=O)c1ccc2c(c1)OCO2)c1ccc(S(N)(=O)=O)cc1 (stereo not drawn)	-1.6
CN(CC(=O)NCc1ccccc1Cl)CC(=O)Nc1ccccc1Br	0.1
CCCCn1nc(C(=O)Nc2ccccc2N2CCCC2)c2ccccc2c1=O	1.1
CSc1nc2ccc(NS(=O)(=O)c3ccc(CNC(C)=O)cc3)cc2s1	-1.3

The list goes on; the last five above are carried over.
SMILES	STK33 inh
COCC(C)n1c(C)cc(C(=O)COC(=O)c2cnc(Cl)c(Cl)c2)c1C (stereo not drawn)	-1.4
CC(NC(=O)CNC(=O)c1ccc2c(c1)OCO2)c1ccc(S(N)(=O)=O)cc1 (stereo not drawn)	-1.6
CN(CC(=O)NCc1ccccc1Cl)CC(=O)Nc1ccccc1Br	0.1
CCCCn1nc(C(=O)Nc2ccccc2N2CCCC2)c2ccccc2c1=O	1.1
CSc1nc2ccc(NS(=O)(=O)c3ccc(CNC(C)=O)cc3)cc2s1	-1.3
CCOC(=O)c1sc(NC(=O)CSCc2c(C)noc2C)nc1C	0.4
Nc1c(C(=O)CSc2n[nH]c(-c3ccccc3Br)n2)c(=O)[nH]c(=O)n1C1CC1	-0.5
CC1CCCCC12NC(=O)N(CC(=O)NCCc1ccc(S(N)(=O)=O)cc1)C2=O (stereo not drawn)	-0.1
Cc1ccc(NC(=O)COC(=O)CNC(=O)C2CCCCC2)cc1S(=O)(=O)N(C)C	-0.1
O=C(CCS(=O)(=O)c1ccccc1Cl)NC1CCCCCC1	-0.4
Cc1ccc(NC(=O)CN2C(=O)C(=O)N(C3CCCC3)C2=O)cc1Cl	-2.6
CCCN(C(=O)COC(=O)CSc1ccc([N+](=O)[O-])cc1)C1CCS(=O)(=O)C1 (stereo not drawn)	-2.6
COc1ccccc1OCC(=O)NNC(=O)c1ccc(F)c(S(=O)(=O)N2CCOCC2)c1	-2.7
Cc1c(C)c(C)c(S(=O)(=O)NCCC(=O)N2CCN(Cc3ccc(C#N)cc3)CC2)c(C)c1C	0.4
Cc1cc(C(=O)N2CCN(c3ccccc3Cl)CC2)c(C)o1	-0.8
COc1ccccc1C(=O)O[C@H]1[C@H](Cc2ccccc2)NS(=O)(=O)[C@H]2C[C@@H]3C=C[C@]12O3	-0.4
O=C(COC(=O)c1cnccn1)Nc1ccccc1-c1ccccc1	2.7
COCCNc1nnc(SCC(=O)NC2CCCCC2)s1	-0.3
O=C(CN1C(=O)c2ccccc2S1(=O)=O)NCCc1ccc(F)cc1	-1.2
N#Cc1ccc(CN2CCN(C(=O)CCNS(=O)(=O)c3ccc(F)c(F)c3)CC2)cc1	0.7
COc1ccc(-c2csc(N3CCC(C(N)=O)CC3)n2)cc1	-0.4
Cc1ccc(S(=O)(=O)N2CCOCC2)cc1NCC(=O)Nc1ccc(OC(F)(F)F)cc1	-1.2
Cc1ccc([C@H]2C(C(=O)O)=CC[C@@H](c3ccc(C(C)C)cc3)N2S(=O)(=O)c2ccc(C)cc2)cc1	0.5
CC1(C)C(=O)Nc2ccccc2N1C(=O)COc1cc(Cl)ccc1Cl	-0.1
COC(=O)[C@]1(C)N[C@H](CN(C)C(=O)Nc2ccccc2)[C@@H]2C(=O)N(Cc3ccccc3)C(=O)[C@@H]21	0.5

These rows are one share of the data, so the mix of outcomes need not match the whole.
